PvdQ acylase: blocks Pseudomonas aeruginosa PvdQ acylase activity. hit rate 0.063% among 340,000. inhibition, % at 10 µM. purified PvdQ acylase, fluorescence plate reader; in the data active means inhibition above about 30%, passing the limit was not always enough; inconclusive means no clear call, values can overlap the other calls;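 further: 0% = vehicle neutral wells and 100% = reference inhibitor wells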
MITF TRPM1 HTS: activators of MITF-driven TRPM1 promoter activity in SK-MEL-5 cells; activation, % at 12.5 µM; SK-MEL-5 TRPM1-promoter luciferase, 24 h; % of positive control, neutral wells = 0; hit rate 0.75% among 300,000; AID 588334;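 active means mean activation of at least 80% with every replicate also reaching 80%; inconclusive means mean reaches 80% but some replicate falls short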;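 further: 0% = neutral control wells and 100% = parthenolide positive control wells; values of inactives mirror those of a sister screen read the other way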
Wnt act: activates Wnt/beta-catenin signaling in a reporter cell assay; activator, plate reader; activation, % at 9.35 µM; hit rate 1.2% among 300,000; AID 743398; in the data active means activation above about 30%, passing the limit was not always enough; inconclusive means no clear call, values can overlap the other calls;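 further: 0% = neutral control wells and 100% = positive control wells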
HTR5A inv ctr: inverse agonist of human HTR5A in OPRM1-OPRD1 counter-screen | P47898 | HTR5A cell line, luminescence, inverse agonism | inhibition, % at 9.3 µM | hit rate 0.083% among 340,000; in the data active means inhibition mostly above about 23%, no sharp cut-off; inactive means mostly below about 18%;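 further: 0% = cells with DMSO and 100% = no-cell wells with DMSO; some compounds called inactive have numbers as strong as hits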
Target sequence (P47898 whole entry, looked up): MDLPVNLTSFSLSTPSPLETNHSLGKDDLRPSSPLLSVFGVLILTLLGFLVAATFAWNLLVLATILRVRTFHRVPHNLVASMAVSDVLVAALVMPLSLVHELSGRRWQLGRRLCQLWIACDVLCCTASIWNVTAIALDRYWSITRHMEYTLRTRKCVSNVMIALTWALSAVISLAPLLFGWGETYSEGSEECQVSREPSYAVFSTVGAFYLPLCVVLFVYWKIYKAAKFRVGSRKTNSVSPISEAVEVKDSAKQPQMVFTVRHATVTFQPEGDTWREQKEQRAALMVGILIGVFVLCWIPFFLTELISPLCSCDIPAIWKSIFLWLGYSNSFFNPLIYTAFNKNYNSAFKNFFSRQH
dFosB act: enhances mouse delta FosB homodimer DNA binding; AID 493131; purified delta FosB, TAMRA-CDK5 oligo fluorescence polarization; percent of positive-control signal above neutral wells; P13346; hit rate 0.99% among 340,000; activation, % at 25 µM;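 active means mean activation above about 17%, with every replicate also reaching it, limit read from the data, passing the limit was not always enough; inconclusive means only one of the two conditions met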;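 further: fluorescence polarization rise as delta FosB binds a TAMRA Cdk5 AP-1 oligo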
HTR5A ag: HTR5A agonism, opioid heterodimer counter-screen. AID 504692. HTR5A agonist assay, luminescence, cell-based. P47898. activation, % at 9.3 µM. hit rate 0.61% among 340,000; in the data active means activation mostly above about 9.5%, no sharp cut-off; inactive means mostly below about 7.6%;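 further: 0% = cells with vehicle only and 100% = reference agonist; strong numbers were not always called active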
NSD2 inh: inhibitors of human histone methyltransferase NSD2; O96028; NSD2 peptide methylation, AlphaScreen, 120 min; inhibition, % at 12.5 µM; hit rate 0.54% among 310,000; AID 743445; in the data active means inhibition above about 50%
SR-BI HDL uptake: mouse SR-BI HDL lipid transfer inhibition; Q61009; ldlA[mSR-BI] CHO cells, DiI-HDL uptake fluorescence, 3 h; inhibition, % at 12.5 µM; hit rate 0.96% among 320,000; AID 488896;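 active means mean replicate inhibition of at least 70% and a set share of replicates each scoring 70 or more; inconclusive means meets just one of the two criteria; inactive means fails both criteria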;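 further: 0% = median of neutral control wells and 100% = median of positive control wells; values of inactives mirror those of a sister screen read the other way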
Target sequence (Q61009 whole entry, looked up): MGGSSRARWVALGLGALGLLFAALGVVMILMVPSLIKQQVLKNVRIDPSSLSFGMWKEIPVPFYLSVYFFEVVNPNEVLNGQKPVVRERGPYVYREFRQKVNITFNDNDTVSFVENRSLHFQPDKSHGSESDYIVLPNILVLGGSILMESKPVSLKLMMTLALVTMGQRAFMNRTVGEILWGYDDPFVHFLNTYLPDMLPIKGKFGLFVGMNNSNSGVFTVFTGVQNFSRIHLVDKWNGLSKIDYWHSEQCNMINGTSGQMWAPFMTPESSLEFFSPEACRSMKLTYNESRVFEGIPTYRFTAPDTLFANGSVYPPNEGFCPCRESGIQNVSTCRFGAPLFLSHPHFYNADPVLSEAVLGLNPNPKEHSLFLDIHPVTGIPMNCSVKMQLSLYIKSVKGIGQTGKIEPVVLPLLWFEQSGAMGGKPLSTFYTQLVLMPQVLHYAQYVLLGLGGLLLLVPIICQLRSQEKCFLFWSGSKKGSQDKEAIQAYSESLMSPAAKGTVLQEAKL
CDK5 inh: inhibitors of human CDK5/p35 kinase; Q00535+Q15078; Recombinant CDK5/p35, ADP-Glo luminescence, 60 min; inhibition, % at 10 µM; hit rate 0.01% among 330,000;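 active means highest replicate inhibition of at least 50% and at least 75% of replicates reaching 50%; inconclusive means only one of the two criteria met; inactive means both criteria failed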;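 further: plate controls were DMSO neutral control for no effect and GW8510 at 10 µM for full effect; many of its hits are not listed in these tables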
V-ATPase pHluor: yeast V-ATPase proton transport regulation by pHLuorin. S. cerevisiae, pHLuorin cytosolic pH fluorescence. response, % at 10 µM. hit rate 0.37% among 350,000. AID 504577; in the data active means response mostly above about 7.3%, no sharp cut-off; inactive means mostly below about 5.4%; further: actives read high; inactives centre near 0; some compounds called inactive have numbers as strong as hits; reference of the scale not given here
* = called active by the depositor; ? = inconclusive; . = not tested or not shown.

The first 5 records, to show the layout:
SMILES	PvdQ acylase	MITF TRPM1 HTS	Wnt act	HTR5A inv ctr	dFosB act	HTR5A ag	NSD2 inh	SR-BI HDL uptake	CDK5 inh	V-ATPase pHluor
CC(=O)c1ccc(OCC(O)CN2CCC(C)CC2)cc1 (stereo not given)	4	0	-7	-5	-1	2	.	-21	0.7	3
Cc1cccc(NC(=O)CSCc2cc(=O)n3nc(C4CC4)sc3n2)c1	-12	12	2	10	0	-3	0	-13	-0.2	0
O=C1C(=O)N(CCN2CCOCC2)C(c2ccc([N+](=O)[O-])cc2)/C1=C(/O)c1ccc2c(c1)OCO2 (stereo not given)	5	3	3	-13	-2	-4	-1	-11	0.6	-4
CCOc1ncccc1C(=O)N1CCN(S(=O)(=O)c2ccccc2)CC1	-6	2	0	4	-3	-1	-5	-12	-2.7	2
Cc1nc(N2CCC(C)CC2)c2c(C)c(C(=O)Nc3ccc4c(c3)OCCO4)sc2n1	-7	11	-3	-4	-1	1	-2	69	.	1

This part in full, repeating the preview:
SMILES	PvdQ acylase	MITF TRPM1 HTS	Wnt act	HTR5A inv ctr	dFosB act	HTR5A ag	NSD2 inh	SR-BI HDL uptake	CDK5 inh	V-ATPase pHluor
CC(=O)c1ccc(OCC(O)CN2CCC(C)CC2)cc1 (stereo not given)	4	0	-7	-5	-1	2	.	-21	0.7	3
Cc1cccc(NC(=O)CSCc2cc(=O)n3nc(C4CC4)sc3n2)c1	-12	12	2	10	0	-3	0	-13	-0.2	0
O=C1C(=O)N(CCN2CCOCC2)C(c2ccc([N+](=O)[O-])cc2)/C1=C(/O)c1ccc2c(c1)OCO2 (stereo not given)	5	3	3	-13	-2	-4	-1	-11	0.6	-4
CCOc1ncccc1C(=O)N1CCN(S(=O)(=O)c2ccccc2)CC1	-6	2	0	4	-3	-1	-5	-12	-2.7	2
Cc1nc(N2CCC(C)CC2)c2c(C)c(C(=O)Nc3ccc4c(c3)OCCO4)sc2n1	-7	11	-3	-4	-1	1	-2	69	.	1
Cc1ccccc1C(=O)N1CCN(c2nc(N3CCOCC3)nc(N3CCOCC3)n2)CC1	-10	2	.	-2	-4	1	.	29	-3.9	-2
COc1ccc(OC)c(-n2c(SCC(=O)NCC3CCCO3)nc3ccccc3c2=O)c1 (stereo not given)	-4	5	-1	-7	-14	3	-4	12	-2.6	1
O=C(Nc1ccc(N2CCN(C(=O)c3ccco3)CC2)cc1)c1cccnc1Cl	-9	-9	1	16	2	-6	-2	14	-0.2	-1
C/C(CC(=O)N1CCN(C=O)CC1)=N\NC(=O)c1ccc([N+](=O)[O-])cc1	0	-8	3	11	-5	-4	1	-29	-1.4	1
Cc1cccc(-c2cccc(NC(=O)C3CCCN(C(=O)c4csc(C)n4)C3)c2)c1 (stereo not given)	4	4	5	0	-20	6	-3	62	0.8	0
Cc1cccc(C)c1NC(=S)N1CCCN(C)CC1	-10	-4	0	-7	3	3	2	-8	-0.6	-3
Oc1ccc(Nc2ccnc3cc(Cl)ccc23)cc1	0	-5	3	-3	?	1	-7	-9	1.0	-3
Cc1ccc(N(CC(=O)NCCSCc2ccco2)S(C)(=O)=O)cc1	-11	7	-2	1	7	0	1	-14	-0.1	3
CC(NS(=O)(=O)c1ccc2ccccc2c1)c1ccccn1 (stereo not given)	1	5	-16	-10	1	1	-5	-3	-0.2	-1
Nc1nc2c(s1)CCc1ccccc1-2	-4	6	7	-15	-3	4	6	2	-2.6	4
O=C(N/N=C/c1coc2ccccc2c1=O)c1ccncc1	-3	-5	-1	8	-1	3	4	-20	0.0	2
COC(=O)Cc1c(CSc2ccccc2)oc2ccc(O)c(CN(C)C)c12	-10	9	-2	8	-2	-2	4	8	-0.6	-2
COc1ccc([N+](=O)[O-])cc1-c1[nH]c(-c2ccc(C(=O)O)cc2)nc1-c1ccccc1	15	.	0	14	-10	-4	3	2	5.0	1
CS(=O)(=O)N(CC(=O)NC1CCCCC1)Cc1ccc(Cl)cc1	-2	-4	-3	-11	5	-1	-3	-17	-0.9	-1
CCOc1ccc(NC(=O)CSc2nc(C3CC3)nc3ccccc23)cc1	-2	-7	-1	-9	0	3	2	32	0.3	-2
CN1CCN(C2=NC(=O)/C(=C/c3ccccc3OS(=O)(=O)c3ccccc3)S2)CC1	-10	.	0	-35	-11	-3	1	5	1.7	-2
O=C(NCc1cccnc1)C(=O)NC1CCCCC1	2	-3	1	7	6	-3	-1	-7	1.3	1
COc1ccc(CNC(=O)C/C(C)=N/NC(=O)C23CC4CC(CC(C4)C2)C3)cc1	-9	-1	-1	8	-7	-3	-1	3	-0.2	2
Cc1ccc(S(=O)(=O)n2nc(OC(=O)c3cccc(F)c3)cc2N)cc1	-3	-2	1	9	-5	-3	1	-156	-4.0	3
CCOC(=O)c1c(NC(=O)c2ccccc2)sc2c(O)c(CN(CC)CC)ccc12	-4	.	-9	-1	7	-2	-4	-1	-0.4	-1

New compounds follow:
SMILES	PvdQ acylase	MITF TRPM1 HTS	Wnt act	HTR5A inv ctr	dFosB act	HTR5A ag	NSD2 inh	SR-BI HDL uptake	CDK5 inh	V-ATPase pHluor
Cc1cccc(NC(=O)CSc2nc(N)cc(N)n2)c1	-15	.	0	-2	-1	1	-1	-1	0.7	4
Cc1cccc(/C(N)=N/OC(=O)c2cccc3ccccc23)c1	-13	41	25	-15	-11	4	-5	45	0.2	-2
COC(=O)c1cccc(NC(=O)c2onc3c2CCCC3)c1	-4	19	11	-1	-6	4	1	-1	-2.8	1
Cn1cccc1/C=N/N1CCN(c2ccccc2)CC1	3	10	0	0	0	0	5	29	0.3	0
O=C(Cn1cnc2ccccc2c1=O)N1CCN(S(=O)(=O)c2ccc(F)cc2)CC1	2	6	-5	-4	-7	1	2	-24	0.2	1
CC(C)CC1NC(=S)N(Cc2ccccc2)C1=O (stereo not given)	-13	-5	-13	14	-7	-6	-3	9	1.9	-3
CCN(CC)c1ccc(NC(=O)CSc2n[nH]c(-c3ccco3)n2)cc1	-10	-10	0	4	-11	8	9	-14	-3.3	-1
CCS(=O)(=O)Nc1cccc(C2=NN(C(=O)c3ccco3)C(c3ccco3)C2)c1 (stereo not given)	-7	-22	4	-5	-11	8	-5	.	1.0	-3
CCc1ccc(Nc2nnc(SCC(=O)Nc3sccc3C(N)=O)s2)cc1	-10	13	.	4	-15	1	1	13	-4.6	-2
O=C(Nc1ccc(N2CCN(C(=O)c3ccco3)CC2)cc1)c1ccccc1	-6	15	1	5	-15	-2	-3	44	0.1	-2
Cc1nnc(-c2cnn(C)c2N)n1CCCN(C)C	-13	-8	-3	-29	-3	1	7	0	0.2	1
Cc1ccc(C)c(S(=O)(=O)N(C)c2ccc(OC(=O)CN3C(=O)NC4(CCCC4)C3=O)cc2)c1	-17	-7	5	15	10	-6	0	8	0.5	-2
Cc1ccc2oc(-c3ccc(NC(=O)c4ccc5c(c4)OCO5)cc3)nc2c1	-6	20	-10	-12	45*	2	-3	60	-0.1	-4
CC(C)OC(=O)COc1ccc(-c2ccccc2)cc1	-2	10	.	-24	2	3	-3	-9	-0.1	2
Cc1c(NC(=O)COC(=O)CCC(=O)c2ccc(Cl)cc2)c(=O)n(-c2ccccc2)n1C	3	-7	-3	4	-5	-2	0	23	-0.9	-1
N#Cc1c(Nc2ccccc2)sc(C(=O)c2ccccc2)c1N	11	-10	.	0	-8	-1	7	29	0.8	5
O=C(CCc1ccc(S(=O)(=O)N2CCOCC2)cc1)Nc1cc(Cl)ccc1N1CCOCC1	15	-17	.	-2	-13	1	5	56	-2.1	2
O=C(O)c1ccc2nc(-c3ccccc3)sc2c1	5	25	5	1	-4	0	-2	.	3.8	2
NC(N)=NC1=NC(=O)C(Cc2ccccc2)S1 (stereo not given)	7	10	4	-21	1	8	.	-39	-0.3	0
COc1ccc(N2CCN(c3nc(Nc4ccc(C)c(F)c4)nc(N4CCCC4)n3)CC2)cc1	0	13	3	16	0	-7	0	34	-0.9	3
Cc1nc(C(C)NC(=O)CCc2nnc(CCCc3ccccc3)o2)c(C)s1 (stereo not given)	7	100*	64*	-7	4	2	-4	9	1.0	2
O=C(NCCCN1CCN(Cc2ccccc2Cl)CC1)Nc1ccccc1	-15	-6	-1	-3	-10	0	0	-10	1.6	1
COc1cccc(NC(=O)CN2C(=O)COc3ccc(C)cc32)c1	-8	.	0	18	-1	-5	.	-2	-0.4	0
C/C(CC(C)(C)C1CCCCC1)=N\NC(N)=S	-13	-18	-27	-7	-9	9	-2	66	-1.9	6

Six of the compounds above, with two lines to a compound.
Order of values: PvdQ acylase	MITF TRPM1 HTS	Wnt act	HTR5A inv ctr	dFosB act	HTR5A ag	NSD2 inh	SR-BI HDL uptake	CDK5 inh	V-ATPase pHluor
O=C(CCc1ccc(S(=O)(=O)N2CCOCC2)cc1)Nc1cc(Cl)ccc1N1CCOCC1
 : 15	-17	.	-2	-13	1	5	56	-2.1	2
O=C(Cn1cnc2ccccc2c1=O)N1CCN(S(=O)(=O)c2ccc(F)cc2)CC1
 : 2	6	-5	-4	-7	1	2	-24	0.2	1
CCS(=O)(=O)Nc1cccc(C2=NN(C(=O)c3ccco3)C(c3ccco3)C2)c1 (stereo not given)
 : -7	-22	4	-5	-11	8	-5	.	1.0	-3
CC(C)OC(=O)COc1ccc(-c2ccccc2)cc1
 : -2	10	.	-24	2	3	-3	-9	-0.1	2
O=C(Nc1ccc(N2CCN(C(=O)c3ccco3)CC2)cc1)c1ccccc1
 : -6	15	1	5	-15	-2	-3	44	0.1	-2
C/C(CC(C)(C)C1CCCCC1)=N\NC(N)=S
 : -13	-18	-27	-7	-9	9	-2	66	-1.9	6

Individual results from the list:
In SR-BI HDL uptake, `C/C(CC(C)(C)C1CCCCC1)=N\NC(N)=S` is entered as 66
In HTR5A inv ctr, `N#Cc1c(Nc2ccccc2)sc(C(=O)c2ccccc2)c1N` is entered as 0
In HTR5A ag, `COc1ccc(N2CCN(c3nc(Nc4ccc(C)c(F)c4)nc(N4CCCC4)n3)CC2)cc1` is entered as -7
In HTR5A inv ctr, `CC(C)OC(=O)COc1ccc(-c2ccccc2)cc1` is entered as -24
